Source: PubChem (Sanford-Burnham Center for Chemical Genomics)
SENP6 block = inhibitors of human SENP6 protease; Q9GZR1; Recombinant SENP6 catalytic domain, aminoluciferin luminescence; inhibition, % at 10 µM; 330,000 compounds, 1.8% hits; AID 2599;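 active means inhibition above about 50% at the single tested dose, limit read from the data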;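 further: plate controls were DMSO wells with enzyme for no effect and DMSO wells lacking enzyme for full effect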
Target sequence (Q9GZR1 628-1112 limits assumed): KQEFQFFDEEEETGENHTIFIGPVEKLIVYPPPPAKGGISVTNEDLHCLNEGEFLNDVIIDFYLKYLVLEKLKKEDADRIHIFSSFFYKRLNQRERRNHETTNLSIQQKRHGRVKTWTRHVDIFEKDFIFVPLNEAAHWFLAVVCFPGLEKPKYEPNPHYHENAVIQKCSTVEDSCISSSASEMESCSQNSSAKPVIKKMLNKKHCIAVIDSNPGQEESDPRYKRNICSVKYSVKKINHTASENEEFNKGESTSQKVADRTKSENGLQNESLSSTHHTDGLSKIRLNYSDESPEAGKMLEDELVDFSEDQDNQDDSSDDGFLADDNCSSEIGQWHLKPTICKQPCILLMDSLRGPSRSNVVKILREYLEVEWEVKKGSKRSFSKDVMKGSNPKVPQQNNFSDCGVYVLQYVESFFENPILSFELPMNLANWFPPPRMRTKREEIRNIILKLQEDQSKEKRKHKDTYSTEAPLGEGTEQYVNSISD
PfGluPho inh = PfG6PD (Plasmodium falciparum) enzyme inhibition; PfGluPho enzyme, NADPH resazurin-diaphorase fluorescence; inhibition, % at 20 µM; 350,000 compounds, 0.78% hits; AID 504690;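 active means inhibition reaching at least a set limit at 20 µM in the primary screen, cut at about 59% in these data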;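 further: 0% = DMSO wells with substrate and 100% = DMSO wells lacking glucose-6-phosphate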
ATG4B inh = inhibitors of human ATG4B cysteine protease; Q9Y4P1; ATG4B cleavage of LC3-PLA2, NBD-HPC fluorescence, 1 h; inhibition, % at 8.33 µM; 340,000 compounds, 0.51% hits; in the data active means inhibition above about 40%
NR3A LBD binder = modulators (binders) of human NR3A ligand-binding domain; NR3A LBD differential scanning fluorimetry, Tm shift; 0% = protein alone, 100% = glycine-bound protein; AID 1259313; Tm shift relative to glycine control, % at 25 µM; 340,000 compounds, 2.5% hits;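 active means melting temperature shift of at least 10% of the positive control shift, at one fixed dose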
SENP7 block = inhibitors of human SENP7 protease. AID 434973. recombinant SENP7, Z-RLRGG-aminoluciferin luminescence, 40 min. Q9BQF6. 330,000 compounds, 1.5% hits. inhibition, % at 5 µM;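 active means inhibition above about 50% at the single test dose, limit read from the data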;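 further: plate controls were DMSO with enzyme for no effect and no enzyme buffer wells for full effect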
Target sequence (Q9BQF6 706-1050 limits assumed): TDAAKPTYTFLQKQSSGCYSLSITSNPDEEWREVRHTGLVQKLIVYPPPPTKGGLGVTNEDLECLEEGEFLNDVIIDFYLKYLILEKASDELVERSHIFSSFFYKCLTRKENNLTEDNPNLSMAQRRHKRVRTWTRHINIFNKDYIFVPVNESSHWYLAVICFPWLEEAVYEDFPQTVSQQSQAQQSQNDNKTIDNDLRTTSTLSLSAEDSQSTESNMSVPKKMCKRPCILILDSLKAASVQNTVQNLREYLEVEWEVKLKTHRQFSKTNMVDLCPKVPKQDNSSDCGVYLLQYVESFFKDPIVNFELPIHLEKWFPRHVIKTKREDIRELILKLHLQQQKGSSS
SENP8 block = SENP8 (human) protease inhibition | 360,000 compounds, 0.64% hits | Q96LD8 | inhibition, % at 20 µM | recombinant SENP8, Nedd8 substrate fluorescence; in the data active means inhibition mostly above about 40%, no sharp cut-off; inactive means mostly below about 27%
Target sequence (Q96LD8 whole entry, looked up): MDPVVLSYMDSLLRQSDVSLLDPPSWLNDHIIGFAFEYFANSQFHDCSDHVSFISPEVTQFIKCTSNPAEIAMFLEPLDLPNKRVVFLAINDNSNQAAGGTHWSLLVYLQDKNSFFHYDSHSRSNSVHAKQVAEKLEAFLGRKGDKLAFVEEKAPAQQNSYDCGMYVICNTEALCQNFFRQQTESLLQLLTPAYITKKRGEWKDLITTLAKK
HKDC1 inh = blocks human hexokinase HKDC1 activity; Q2TB90; inhibition, % at 20 µM; 340,000 compounds, 0.16% hits; recombinant HKDC1, G6PDH/diaphorase resazurin coupled fluorescence; AID 493160;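 active means inhibition above about 35% when tested at 20 µM, limit read from the data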;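 further: plate controls were DMSO wells with enzyme for no effect and DMSO wells lacking enzyme for full effect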
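Material: recombinant HKDC1 hexokinase; Amount: HKDC1 at 5 µg/mL; Medium: Tris pH 8.0 buffer with MgCl2, Tween-20, BSA, BME; Schedule: 90 min reaction incubation at room temperature, dark; Technique: coupled resazurin fluorescence, excitation 525 nm, emission 613 nm.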
MPTP inh = blocks calcium-induced mitochondrial swelling. isolated mouse mitochondria, Ca2+ swelling absorbance, 30 min. inhibition, % at 10 µM. 360,000 compounds, 1.4% hits. AID 602449;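 active means inhibition of 50% or more, scaled per plate between neutral and stimulator controls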;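 further: 0% = DMSO wells given calcium and 100% = 1 mM EGTA wells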
Starred values were filed as active, the others as inactive; i = inactive; x = no result given.

SMILES	SENP6 block	PfGluPho inh	ATG4B inh	NR3A LBD binder	SENP7 block	SENP8 block	HKDC1 inh	MPTP inh
COc1ccc2nc(N3CCCC(C(=O)NCCCN4C(C)CCCC4C)C3)sc2c1 (configuration not stated)	-5.8	0.3	3.8	-0.4	3.4	13.6	-5.2	-1.5
CCS(=O)(=O)c1ncc(CO)n1CCc1ccccc1	3.0	0.1	-6.4	1.3	-8.1	1.9	-3.0	0.6
Cc1ccc(N2CC(NS(=O)(=O)c3cccnc3)CC2=O)cc1C (configuration not stated)	-4.1	7.8	5.6	-2.6	1.3	3.2	2.7	-1.9
CC(C)c1ccc2c(c1)C(c1cccs1)=NNC(c1ccncc1)=N2	-15.5	-10.5	-4.7	0.3	-1.2	21.0	-4.2	0.1
Cc1noc(C)c1COc1ccc(C(=O)NNC(=O)c2ccccc2O)cc1	-17.9	-46.5	3.8	6.1	-12.3	-13.6	-2.1	0.5
COCCn1c(=NC(=O)C2COc3ccccc3O2)sc2cc(S(N)(=O)=O)ccc21 (configuration not stated)	-17.7	6.8	-15.6	17.1*	2.1	-12.6	14.6	1.8
O=C1C=C(NCc2ccc(Cl)c(Cl)c2)C2(CCCCC2)O1	-11.7	-4.7	26.4	-7.0	14.1	13.5	-1.7	-0.9
Cc1ccc(CNc2ccc(S(=O)(=O)N3CCOCC3)cc2[N+](=O)[O-])cc1	-22.7	-2.7	-7.0	0.8	-7.7	29.6	7.4	-0.8
CN(C)CCNc1nc2c(c(=O)[nH]c(=O)n2C)n1CC(O)COc1ccc(Cl)cc1Cl (configuration not stated)	-0.8	-14.5	-3.8	-3.1	0.2	24.3	-7.0	-6.0
Cc1ccc(C(=O)N2CCN(Cc3ccc4c(c3)OCO4)CC2)o1	-6.4	-14.7	1.0	3.4	-1.8	21.0	-3.7	-2.3
O=C(O)c1cc(-c2cccs2)[nH]n1	-11.7	-19.7	8.8	0.4	-5.7	-4.0	3.8	-0.9
N#CCCn1cc(C(CC(=O)c2ccc(Br)cc2)C(=O)O)c2ccccc21 (configuration not stated)	2.6	-13.4	0.8	-2.5	-2.0	-23.2	7.7	-1.4
Cc1cccc2cc(CN(Cc3ccc(F)cc3)C(=O)N3CCOCC3)c3nnnn3c12	10.1	8.0	-16.8	-1.8	1.7	10.6	-6.3	4.1
CCOc1ccccc1OCCCC(=O)N1CCN(S(=O)(=O)c2ccc(C)cc2C)CC1	-12.0	5.6	-18.5	0.3	-0.5	15.9	4.3	-2.3
Clc1ccccc1-c1nnc2sc(-c3ccccn3)nn12	x	-11.9	3.5	0.2	x	3.0	2.0	1.8
Cc1nc2cc(NC(=O)COc3ccc(C#N)cc3)ccc2n1-c1ccccc1	-9.5	-3.3	-21.1	-1.6	3.8	10.7	0.8	0.5
Fc1ccc(-c2nc3nc4ccccc4nc3n2Cc2ccco2)cc1	-2.2	29.0	-2.5	21.5*	-2.1	i	-1.2	-2.5
CC(Cl)C(=O)Nc1cc(C(C)(C)C)nn1-c1ccccc1 (configuration not stated)	-18.0	9.3	-8.3	0.3	-4.4	7.8	-14.6	0.9
Cc1ccc(/C=C2\SC(N)=NC2=O)s1	-13.2	-1.0	-4.0	-1.7	4.7	7.0	-1.4	0.2
CC(C)C12CN3CC(C(C)C)(CN(C1)C3c1ccco1)C2=O (configuration not stated)	11.3	-2.0	0.8	1.0	8.2	1.7	-4.9	-0.1
Cc1cccc(-n2nc3c([n+]2[O-])CCc2nonc2-3)c1C	-4.8	-3.2	17.4	0.1	-2.1	12.8	1.7	-1.7
COC(=O)Nc1ccc(S(=O)(=O)N2CCCC(C(=O)NCC3CCCO3)C2)cc1 (configuration not stated)	-2.3	2.4	-2.5	-2.6	3.0	-5.1	0.2	-0.1
COc1cccc(O)c1CN1CCC(Oc2ccc(C(=O)NCc3ccccn3)cc2)CC1	2.8	15.2	-11.9	-0.8	-7.4	7.1	-3.9	1.5
COc1ccc(-c2cc(C(F)(F)F)c3c(n2)sc2c(O)cc(=O)[nH]c23)c(OC)c1	-4.0	16.1	3.4	6.2	-7.3	-398.3	0.0	6.4
Cc1oc(-c2ccccc2F)nc1CS(=O)(=O)CC(=O)NCCN1CCCC1	10.9	6.1	-5.9	-2.4	3.0	18.1	-2.4	-2.8
COc1ccc(C2NCCc3sccc32)cc1 (configuration not stated)	-3.5	4.6	-16.1	-0.9	0.2	13.1	-3.9	-1.1
O=C(NCCCO)c1ccc(CSc2nc3ccccc3[nH]2)cc1	-2.0	5.0	-3.8	2.2	-3.7	8.5	2.6	1.7
COCCCNC(=O)C1CCN(c2ncccn2)CC1	-4.0	-2.7	-3.9	1.1	9.0	-30.8	-2.9	1.0
CC1(C)CC(=O)C2=C(C1)N1CCCCC1CC2=O (configuration not stated)	1.1	1.6	-1.6	-0.6	-3.0	16.6	-1.9	-0.6
OC1(c2cccs2)CN(c2ccc(Br)cc2)C2=[N+]1CCCS2 (configuration not stated)	-5.7	4.6	-7.8	-0.6	1.8	17.2	-4.6	3.8
Nn1c(SCC(=O)Nc2ccc(N3CCOCC3)cc2)nnc1-c1cccc(F)c1	-1.9	-2.0	-45.9	0.3	3.3	18.8	2.1	-0.6
CCCCC(=O)NC(N1CCCCC1)C(Cl)(Cl)Cl (configuration not stated)	-13.6	-10.2	-2.7	-9.6	3.7	-2.2	-3.7	0.1
CCC(CC)c1nnc(NC(=O)c2cccc(S(=O)(=O)N3CCOCC3)c2)s1	4.5	6.6	-8.7	2.6	6.9	-0.3	-7.6	-0.3
COc1ccc(C)cc1N(CC(=O)NCCN1CCOCC1)S(=O)(=O)c1ccccc1	-3.2	-0.8	-10.1	1.7	-1.9	21.8	-7.0	-0.6
CC(C)(C)c1ccc(COC(=O)CNC(=O)CNC(=O)Cc2ccccc2)cc1	-3.7	10.3	-7.2	-0.9	-1.0	12.8	-3.9	2.3
COc1ccc(N(C)S(=O)(=O)c2ccc(Cl)c(C(=O)NNC(=O)c3ccccc3O)c2)cc1	-7.2	-30.8	5.0	-10.8	16.9	3.5	-19.1	2.3
CC(C)N(C(=O)COC(=O)[C@H](C)NC(=O)c1ccco1)c1ccccc1	-44.0	-8.3	2.2	0.2	2.5	8.5	-8.2	-2.1
CC(C)OC(=O)c1cccc(C(=O)Oc2ccccc2)n1	-15.4	-3.5	0.3	-2.2	1.1	15.1	13.7	2.2
COc1ccc(-n2c(SCC#N)nc3c(sc(=S)n3-c3ccccc3)c2=O)c(OC)c1	8.3	91.0*	-10.3	-0.3	2.6	22.6	-2.2	-1.0
CCCCNC(=O)CCCCCn1c(=O)[nH]c2cc(C(=O)OC)ccc2c1=O	30.6	3.0	-0.2	-0.8	9.7	-416.7	-3.9	-0.5

Quoted from the entries so far for reference:
SMILES	SENP6 block	PfGluPho inh	ATG4B inh	NR3A LBD binder	SENP7 block	SENP8 block	HKDC1 inh	MPTP inh
COc1ccc(C2NCCc3sccc32)cc1 (configuration not stated)	-3.5	4.6	-16.1	-0.9	0.2	13.1	-3.9	-1.1
O=C(NCCCO)c1ccc(CSc2nc3ccccc3[nH]2)cc1	-2.0	5.0	-3.8	2.2	-3.7	8.5	2.6	1.7
COCCCNC(=O)C1CCN(c2ncccn2)CC1	-4.0	-2.7	-3.9	1.1	9.0	-30.8	-2.9	1.0
CC1(C)CC(=O)C2=C(C1)N1CCCCC1CC2=O (configuration not stated)	1.1	1.6	-1.6	-0.6	-3.0	16.6	-1.9	-0.6
OC1(c2cccs2)CN(c2ccc(Br)cc2)C2=[N+]1CCCS2 (configuration not stated)	-5.7	4.6	-7.8	-0.6	1.8	17.2	-4.6	3.8
Nn1c(SCC(=O)Nc2ccc(N3CCOCC3)cc2)nnc1-c1cccc(F)c1	-1.9	-2.0	-45.9	0.3	3.3	18.8	2.1	-0.6
CCCCC(=O)NC(N1CCCCC1)C(Cl)(Cl)Cl (configuration not stated)	-13.6	-10.2	-2.7	-9.6	3.7	-2.2	-3.7	0.1
CCC(CC)c1nnc(NC(=O)c2cccc(S(=O)(=O)N3CCOCC3)c2)s1	4.5	6.6	-8.7	2.6	6.9	-0.3	-7.6	-0.3

Continued.
SMILES	SENP6 block	PfGluPho inh	ATG4B inh	NR3A LBD binder	SENP7 block	SENP8 block	HKDC1 inh	MPTP inh
Cc1ccc(-c2nnc3sc(C4COc5ccccc5O4)nn23)cc1 (configuration not stated)	16.0	-10.1	1.7	-1.4	13.6	7.3	13.9	-1.0
Cc1nc2ccc(Cl)cc2c(-c2ccccc2F)c1CC(=O)O	-1.5	-18.4	-0.2	-0.9	3.4	1.5	-3.0	0.3
CC(=O)N1CC[n+]2c(-c3ccc(Cl)cc3)csc21	-3.5	56.9	-13.7	19.9*	-8.4	-13.9	-4.6	0.6
S=C(Nc1ccccc1Cl)N1CCC(c2ccccc2)C1 (configuration not stated)	-12.7	-4.4	-0.3	2.6	1.6	29.6	-4.1	0.1
COc1ccc(C(=O)N/N=C/c2ccc(OC(=O)c3cccs3)cc2)cc1	-1.5	6.1	0.5	-7.5	-7.4	16.6	-6.9	0.8
O=C(O)CCN1C(=O)c2ccccc2Sc2ncccc21	3.4	-1.0	-3.4	-5.1	2.8	10.2	2.6	-0.3
C=CCC(=O)NC1CCCc2c1cnn2-c1cc(F)cc(F)c1 (configuration not stated)	5.4	9.6	-2.6	0.0	7.6	13.2	-1.7	-0.9
CCOC(=O)CSc1nnc(CNC(=O)c2ccc(OC)c(OC)c2)n1C	-2.9	-8.4	0.4	-0.5	-11.8	6.9	-6.5	-0.9
CC(C)C(c1nnnn1Cc1ccco1)N1CCN(c2cccc(Cl)c2)CC1 (configuration not stated)	-15.8	4.0	8.6	-26.8	-7.4	22.6	1.8	-0.7
Cc1ccc(NS(=O)(=O)c2ccc3c(c2)NC(=O)CCS3)c(Cl)c1	-5.9	4.3	-0.9	1.7	2.5	8.2	-2.0	-1.1
Cc1nn(-c2ccccc2)c(=O)c2noc(C)c12	-9.7	-3.6	-4.2	-0.3	1.6	6.5	-1.1	1.1
CCOC(=O)C1(CCOc2ccccc2)CCN(Cc2cccc(OCCO)c2)CC1	3.3	14.9	-11.2	-1.0	-1.6	18.5	-2.4	2.0
CC(=O)Nc1ccc(NC(=S)NC(=O)/C=C/c2ccco2)cc1	1.6	4.5	1.5	-4.2	1.7	12.3	9.6	0.3
Cc1cccc(-n2nc3c(c2NC(=O)C(C)C)CSC3)c1	-6.6	-22.4	-0.5	0.7	-3.9	-70.8	-2.6	-0.1
CCOC(=O)c1c(C)[nH]c(C)c1C(=O)CSc1nnc(-c2ccc(OC(F)F)cc2)o1	-2.6	-3.4	6.6	1.3	2.8	-8.5	-2.8	1.3
CCOCCCNC(=O)c1cc2sc(Cl)cc2n1CC	-6.5	14.0	-6.7	0.1	11.2	19.6	-3.4	-1.9
C/C=C(\C)C(=O)NCCN1C2=NC[C@H](C(C)C)N2C[C@@H]1Cc1ccc(OC)cc1	-6.1	-18.3	-0.1	0.9	3.1	12.3	-25.1	5.8
CCOP(=O)(OCC)c1nc(-c2cccc3ccccc23)oc1N1CCOCC1	-11.0	21.6	-18.7	-1.1	-6.7	-389.4	-9.3	-3.5
Cc1ccc(N2C(=O)C3C4C=CC(CNC(=S)Nc5cccc(Cl)c5)(O4)C3C2=O)cc1 (configuration not stated)	-5.9	15.3	2.1	20.3*	-0.4	0.3	-2.0	4.3
O=C(CSc1nnc2ccccn12)NC(=O)NC1CCCCC1	-16.4	3.2	1.7	0.5	-6.2	13.6	-5.2	0.8
Cc1ccc(NC(=O)CCCN2C(=O)NC(C)(C)C2=O)cc1	8.8	7.9	-10.6	1.2	9.7	8.7	-2.1	-0.9
CCOC(=O)C1=C(COC(=O)C2CC(=O)N(CCc3ccccc3)C2)NC(=O)NC1C (configuration not stated)	-2.3	-2.3	-5.5	-0.3	9.9	0.5	-5.8	-2.2
COc1cc(NC(=O)CSc2nc3c(C)ccc(C)c3cc2C)c(C(=O)O)cc1OC	-19.8	-17.3	19.3	-4.9	-10.3	10.0	-4.4	4.1
